# PLK1 PBD inh: blocks phosphopeptide binding to human PLK1 polo-box domain; 2.8% of 360,000 active; AID 720504; Potency, µM, inactives show max response, negative = inhibition, actives largely listed as inhibitors; Plk1 PBD binding of FITC phosphopeptide, fluorescence polarization; also: potency is read from the fitted curve at half-maximal effect; series mostly up to about 57 µM; % is scaled to controls: 0 for no effect and ±100 for the full control effect; nearly all actives have a fitted effect of over 65% in size
# PI5P4K alpha inh: blocks human PI5P4K alpha kinase activity | PI5P4Kalpha enzyme, ADP-Glo luminescence, 60 min; hits give low values | max response, % | 1.2% of 330,000 active | P48426 | AID 652105; active = max response of -50% or lower; inconclusive = between -30% and -50%; inactive = -30% or higher; also: value at the top dose of about 77 µM; % is scaled to controls: 0 for no effect and ±100 for the full control effect
#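 Compounds were pin-transferred onto PI5P4Kalpha and substrate in HEPES pH 7.4 buffer with EGTA, CHAPS and 5% DMSO. ATP (5 microM final) started the reaction, which ran 60 minutes at room temperature before ADP-Glo detection.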
# FUS suppressor: suppressors of FUS proteinopathy in yeast; S. cerevisiae FUS-expressing, growth rescue, OD600, 24 h; Potency, µM (highest dose often 76.6 µM), inactives show at the highest dose growth rescue (activation), most hits filed as activators; 0.24% of 390,000 active;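 also: potency is read from the fitted curve at half-maximal effect; plate controls were DMSO vehicle for no effect and reference control for full effect; nearly all actives have a fitted effect of over 55% in size; some results filed as inactive show a strong effect at the top dose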
#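 Cultures pregrown in 2.5% raffinose medium are shifted to minimal medium containing 2% galactose to express toxic FUS. Compounds are tested at several concentrations. After 24hr at 30C, growth is quantified at 600 nm absorbance.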
# Abeta yeast res: restores growth of yeast expressing A-beta42 peptide; 0.063% of 410,000 active; yeast expressing A-beta42, growth rescue, OD600, 48 h; response scale: 0% DMSO, 100% iron-clioquinol control; AID 1347071; Potency, µM (titrated, usually from 46.1 µM), for the others: at the highest dose growth rescue, most hits filed as activators; also: potency is read from the fitted curve at half-maximal effect; nearly all actives have a fitted effect of over 55% in size
#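 Yeast A-beta toxicity model in growth medium with pinned compounds, 48 h at 30 C; growth read as absorbance at 600 nm. Normalized to FeCl3/clioquinol equimolar mix (positive) and DMSO (negative).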
# WRN helicase inh: blocks human WRN helicase; WRN helicase unwinding, fluorescent forked duplex, kinetic; Potency, µM (highest dose often 114 µM), without a hit: at the highest dose activity change, negative = inhibition, actives largely listed as inhibitors; 0.46% of 360,000 active; also: potency is read from the fitted curve at half-maximal effect; % is scaled to controls: 0 for no effect and ±100 for the full control effect; nearly all actives have a fitted effect of over 55% in size
# Target sequence (Q14191 whole entry, looked up): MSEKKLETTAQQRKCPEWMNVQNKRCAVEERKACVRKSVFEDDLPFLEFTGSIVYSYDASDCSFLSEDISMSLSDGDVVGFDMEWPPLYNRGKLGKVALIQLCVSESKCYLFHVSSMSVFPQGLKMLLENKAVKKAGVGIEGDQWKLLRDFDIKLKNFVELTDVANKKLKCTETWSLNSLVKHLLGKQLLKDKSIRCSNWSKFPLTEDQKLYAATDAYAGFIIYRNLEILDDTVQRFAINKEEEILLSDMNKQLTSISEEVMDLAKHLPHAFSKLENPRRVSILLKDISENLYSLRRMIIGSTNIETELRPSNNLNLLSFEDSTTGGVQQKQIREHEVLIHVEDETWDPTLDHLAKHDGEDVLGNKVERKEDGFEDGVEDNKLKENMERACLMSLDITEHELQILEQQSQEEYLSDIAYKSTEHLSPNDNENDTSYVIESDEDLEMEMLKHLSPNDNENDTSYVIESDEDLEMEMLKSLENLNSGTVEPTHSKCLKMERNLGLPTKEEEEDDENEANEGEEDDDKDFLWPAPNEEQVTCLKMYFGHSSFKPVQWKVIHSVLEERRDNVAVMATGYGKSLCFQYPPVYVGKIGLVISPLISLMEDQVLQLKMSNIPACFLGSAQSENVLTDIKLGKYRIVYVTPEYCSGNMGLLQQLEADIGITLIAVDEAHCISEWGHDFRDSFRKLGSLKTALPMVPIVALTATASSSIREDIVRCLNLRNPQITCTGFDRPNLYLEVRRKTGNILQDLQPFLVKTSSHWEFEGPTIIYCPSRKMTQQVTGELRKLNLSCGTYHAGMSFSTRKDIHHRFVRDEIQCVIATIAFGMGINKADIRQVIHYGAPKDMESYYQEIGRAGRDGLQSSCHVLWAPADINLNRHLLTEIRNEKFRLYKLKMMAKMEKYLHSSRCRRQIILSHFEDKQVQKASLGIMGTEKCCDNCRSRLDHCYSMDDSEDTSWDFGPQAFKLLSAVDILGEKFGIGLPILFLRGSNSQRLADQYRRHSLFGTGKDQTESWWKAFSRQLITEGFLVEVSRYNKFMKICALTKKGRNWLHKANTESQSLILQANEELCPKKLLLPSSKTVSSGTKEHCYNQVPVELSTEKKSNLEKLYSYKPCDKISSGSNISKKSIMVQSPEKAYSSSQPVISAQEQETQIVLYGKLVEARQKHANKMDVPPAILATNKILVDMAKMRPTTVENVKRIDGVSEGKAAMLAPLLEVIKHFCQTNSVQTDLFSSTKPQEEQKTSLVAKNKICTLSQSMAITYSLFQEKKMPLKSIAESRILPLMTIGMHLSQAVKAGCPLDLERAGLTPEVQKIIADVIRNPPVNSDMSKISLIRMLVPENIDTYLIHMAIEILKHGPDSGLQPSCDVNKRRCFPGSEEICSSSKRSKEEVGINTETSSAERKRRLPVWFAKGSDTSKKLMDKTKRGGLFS
#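 Fluorescence dequenching readout, ex 525 nm/em 598 nm, kinetic mode: forked duplex DNA (100 nM final) with adjacent fluorophore and quencher unwound by WRN (20 nM final) with 2 mM ATP. Compound preincubation 15 min, room temperature.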
# EPAC1 ag: activates human EPAC1 exchange factor; EPAC1 agonist qHTS, biochemical assay; response scale: 100% = response to 6.5 mM cAMP; Potency, µM (series often up to 154 µM), for inactives: at the top dose activation, most hits filed as activators; 0.073% of 360,000 active; AID 720707; also: potency is read from the fitted curve at half-maximal effect; nearly all actives have a fitted effect of over 60% in size
#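 EPAC1 100 nM, Rap1B–BODIPY-GDP 250 nM, unlabeled GDP 50 uM; compound titration; 5 min RT; kinetic read ex480/em540 at 5-min intervals ×30 min; data normalized to 6.5 mM cAMP agonist control.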
# EPAC1 antag: EPAC1 (human) antagonism. O95398. EPAC1 GEF assay, Rap1b-BODIPY-GDP exchange fluorescence. Potency, µM (top dose mostly 115 µM), for inactives: at the highest dose activity change, negative = inhibition, hits mostly inhibitors. 0.14% of 360,000 active;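 also: potency is read from the fitted curve at half-maximal effect; plate controls were vehicle for no effect and positive control for full effect; nearly all actives have a fitted effect of over 50% in size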
# IL2 activator: activators of IL-2. 0.065% of 360,000 active. activation, % (series mostly up to about 46 µM). IL-2 activation reporter assay, cell-based qHTS; stimulated with anti-CD3/CD4/CD28 beads; in transgenic mouse T cells; in the data active = activation above about 50%; inconclusive = mostly about 30% to 49%; also: 0% is about no effect
#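 Using fluorescent plate cytometry, EGFP and DsRed are detected in transgenic mouse T cells stimulated 18 h at 37 degrees C with antibody-coated beads after 60 min compound pretreatment.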
# An asterisk follows results filed as active; ? = inconclusive; nt = no result given; & = joins results of further samples; [ ] = another dose, or the depositor's remark. Unless noted, calls follow the shape of the dose curve; as a rule, active = well fitted curve in the direction sought with a large enough effect; inconclusive = small, poorly fitted or top-dose-only effect, or another doubt; inactive = no such curve, though single readings can be large; an effect the other way counts as inactive or inconclusive.
SMILES,PLK1 PBD inh,PI5P4K alpha inh,FUS suppressor,Abeta yeast res,WRN helicase inh,EPAC1 ag,EPAC1 antag,IL2 activator
COc1ccc([N+](=O)[O-])cc1NC(=O)CN(C)S(=O)(=O)c1ccccc1,-24%,-7,16%,1%,10%,-9%,-1%,-0.5
CCC(Sc1nc2ccsc2c(=O)n1Cc1ccc(C(=O)O)cc1)C(=O)Nc1ccc(C)c(Cl)c1 (stereo not drawn),?,-1,?,3%,-18%,0%,?,1.8
CCc1nnc(NC(=O)CSc2nc3[nH]c(=O)cc(O)c3s2)s1,-26%,-27,nt,3%,-25%,4%,-3%,-0.2
O=S1(=O)CCN=C2SC3=C(CCCC3)N21,-4%,nt,6%,0%,3%,1%,6%,-0.5
CCC(C)NC(=O)Cn1c(=O)n(CCCCCC(=O)Nc2ccccc2)c(=O)c2sccc21 (stereo not drawn),-10%,-7,20%,-33%&-8%[inhibitor],-19%,-2%,?,-4.6
CC/C(=N\NC(=O)c1ccc(Br)cc1)c1ccccc1,-2%,-1,-7%,-3%,-8%,10%,-15%,2.6
CCCn1nc(NC(=O)CC)c2cc3cccc(C)c3nc21,0%,3,-32%,0%,4%,4%,1%,-1.0
CCOC(=O)N1CCN(S(=O)(=O)c2ccc3c(c2)NC(=O)CO3)CC1,-3%,-9,-3%,-2%,10%,1%,-1%,-0.4
OCc1nc2ccccc2n1C/C=C/c1ccccc1,-3%,3,17%,18%,1%,2%,1%,-0.2
Cc1cc(C(=O)NCC(=O)OCC(=O)NCC2CCCO2)ccc1[N+](=O)[O-] (stereo not drawn),-5%,2,-2%,-4%,-4%,10%,-25%,0.6
Cc1cccc(NC(=O)CNC(=O)CN2C(=O)NC3(CCc4ccccc43)C2=O)c1C (stereo not drawn),-8%,7,0%,7%,-1%,9%,-9%,-2.8
COc1ccc2[nH]c(=O)c(CN(C(=O)NC3CCCCC3)C3CCCCC3)cc2c1,-6%,3,24%,19%,-3%,5%,-10%,3.9
CCOc1ccc(OCC)c(NC(=O)c2ccc(CNc3c(N4CCOCC4)c(=O)c3=O)cc2)c1,-6%,-15,1%,4%[9.22 µM],-24%,5%,-27%,-5.0
CCN(CC(=O)Nc1cccc(C(C)=O)c1)S(=O)(=O)c1ccccc1,-6%,6,10%,2%,3%,3%,12%,0.1
COc1ccc(CNC(=O)CN(c2cc(C)cc(C)c2)S(=O)(=O)c2c(C)noc2C)cc1,-8%,5,-13%,13%,-7%,-7%,-10%,-2.2
Cc1cccc(NC(=O)CSCC(=O)N2CCN(c3cccc(C(F)(F)F)c3)CC2)c1,-11%,18,43%,11%,-6%,3%,?,1.4
CCOC(=O)c1cc(-c2ccccc2)n(CC(=O)N2CCCC2)c1C,5%,-2,nt,-2%,1%,-9%,8%,-4.9
Cc1ccc(C(=O)N/N=C\c2c(C)nn(-c3ccccc3)c2Cl)cn1,-4%,2,6%,-2%,-8%,-2%,-1%,1.7
Cc1cc(C)n(CCN(C)c2nc3nonc3nc2N2CCCCC2)n1,-8%,-5,-13%,11%,3%,8%,17%,0.9
Cc1nnsc1-c1nnc(SCC(=O)c2ccc(F)cc2)n1C1CC1,-16%,4,16%,-20%,9%,3%,-17%,2.1
COc1cccc(CNC(=O)CN2C(=O)NC(Cc3ccccc3)(c3ccccc3)C2=O)c1 (stereo not drawn),-7%,-83*,23%,13%,-1%,1%,-8%,-0.4
Cn1ccc2c(-c3cccc(C=O)c3)cc3c(c21)C1CCC3O1 (stereo not drawn),-5%,6,8%,-3%,-13%,8%,-28%,-0.1
COc1ccc(NC(=O)N(C)C[C@H]2OCc3cn(nn3)CCCC(=O)N([C@@H](C)CO)C[C@@H]2C)cc1,-6%,2,-25%,-1%,-1%,-1%,-5%,-2.5
Cc1c(NC(=O)C(C)OC(=O)c2cc(-c3cccc4ccccc34)nc3ccccc23)c(=O)n(-c2ccccc2)n1C (stereo not drawn),-10%,1,nt,-7%,-1%,15%,-20%,0.2
COc1ccc(CNC(=O)COC(=O)/C=C/c2ccc(S(=O)(=O)N3CCOCC3)cc2)cc1,-10%,0,4%,0%,1%,4%,-8%,1.7

# Remaining list, next part
SMILES,PLK1 PBD inh,PI5P4K alpha inh,FUS suppressor,Abeta yeast res,WRN helicase inh,EPAC1 ag,EPAC1 antag,IL2 activator
O=C(Nc1nc2c(F)cccc2s1)c1ccco1,2%,-4,-8%,-29%,1%,-12%,?,2.1
Cc1cc(C)n2[nH]c(=O)c(N=Nc3ccccc3)c2n1,-4%,-3,-18%,8%,-4%,-3%,-14%,0.8
O=C(Nc1nnc(S(=O)(=O)N2CCCCCC2)s1)c1ccccc1Br,-5%,-9,3%&-7%,-6%&7%,-10%,-5%,-12%,-1.0
COc1cc(OC)cc(C(=O)NCc2cc(C)nc3ccccc23)c1,4%,1,nt,0%,-6%,3%,-7%,0.1
COc1ccc(-c2cc(CCC(=O)N3CCN(c4cc(C)ccc4C)CC3)[nH]n2)cc1,-4%,13,13%,?,-4%,4%,-19%,-0.8
CCOC(=O)C1=CCN(S(=O)(=O)c2ccccc2Cl)C1c1ccccc1 (stereo not drawn),1%,-2,30%,-4%,-7%,6%,-9%,-0.4
COC(=O)COc1ccc(-c2ccccc2)cc1C=O,-10%,6,2%,-27%,16%,-4%,-29%,-1.9
CN1CCN(C(=O)C2CCCN(S(=O)(=O)c3ccc(Cl)cc3)C2)CC1 (stereo not drawn),-8%,1,42%,5%,?,12%,11%,-3.5
COc1ccc(N(CC(=O)NCc2ccccn2)S(=O)(=O)c2ccccc2[N+](=O)[O-])c(OC)c1,-25%,4,20%,-16%,-6%,7%,-7%,-2.3
Cc1cnc([N+](=O)[O-])n1CCOC(=O)NC(=O)c1c(F)cccc1F,2%,1,25%,4%,1%,3%,1%,0.4
Cc1cc(C)c2c(N)c(C(=O)NN3CC(=O)N(c4cccc(Cl)c4)CC3=O)sc2n1,3%,-1,11%,-1%,5%,-4%,1%,-4.3
COc1ccc2[nH]c(=O)c(CN(Cc3ccccc3)Cc3nnnn3CC3CCCO3)cc2c1 (stereo not drawn),-12%,nt,33%,-30%,-12%,9%,-6%,-1.7
CC(Sc1nc2cc([N+](=O)[O-])ccc2n1-c1cccc(C(F)(F)F)c1)C(=O)NC(N)=O (stereo not drawn),-8%,4,16%,5%,-1%,-3%,-11%,-0.9
Nc1ccc(S(=O)(=O)NCc2ccccn2)cc1,-28%,1,4%,-13%,-5%,13%,0%,-0.3
COc1ccc(OC)c(CN2CCN(C(=O)CNC(=O)c3ccc(C(C)(C)C)cc3)CC2)c1,-9%,4,11%,-1%,2%,-5%,9%,0.2
N#CC1(C#N)CC(C=O)=C(N)C1(C#N)CC(=O)c1ccc(F)cc1 (stereo not drawn),?,0,5%,-24%,-4%,15%,26%,3.5
CCn1c(NC(=O)c2ccc(COc3ccc(C)cc3[N+](=O)[O-])o2)nc2ccccc21,0%,nt,0%,7%,-1%,-5%,2%,0.6
CCn1c(=N)n(CC(=O)C23CC4CC(CC(C4)C2)C3)c2ccccc21,-7%,19,-3%,2%,-11%,8%,-28%,1.3
CCC(=O)Nc1c2c(nc3c1CCC3)CCCC2,-4%,-1,-5%,16%,0%,16%,0%,1.1
CC(O)CC(=O)NOCc1ccccc1 (stereo not drawn),-4%,-9,-11%,-16%,-2%,-11%,3%,-0.3
CCc1ccc(C(=O)OCC(=O)NCCNC(=O)COC(=O)c2ccc(CC)cc2)cc1,-7%,-2,10%,6%,-29%,-13%,10%,-3.0
Cc1ccc(S(=O)(=O)N2CCN(Cc3ccco3)CC2)c(C)c1,-17%,-1,18%,5%,-9%,-5%,-12%,2.9
CC(C)NC(=S)NC(=O)c1ccc(-c2ccccc2)cc1,-2%,1,5%,-18%,-18%,14%,0%,1.9
C=CCN(CC=C)CC(=O)Nc1cccc(Oc2cnccn2)c1,-14%,3,6%,8%,5%,-1%,5%,-2.6
CC(NCc1ccc(-c2ccccc2)cc1)C(O)c1ccccc1 (stereo not drawn),-5%,3,-19%,-2%,-1%,-7%,-20%,-0.1

# Following part.
SMILES,PLK1 PBD inh,PI5P4K alpha inh,FUS suppressor,Abeta yeast res,WRN helicase inh,EPAC1 ag,EPAC1 antag,IL2 activator
CCc1cccc2c(C=C(C#N)C#N)cn(CC(=O)N3CCCCC3)c12,-9%,nt,31%,-8%,-7%,6%,0%,8.1
Cc1ccc(NC(=O)C(CC(C)C)NC(N)=O)cc1Cl (stereo not drawn),-10%,2,22%,6%,-5%,0%,-5%,-0.9
CC1=C/C(=C(/c2cc(C)c(O)c(Br)c2)c2ccccc2S(=O)(=O)O)C=C(Br)C1=O,?,-65*,-3%,-66%[inhibitor],?,5%,?,2.3
COc1cccc(-c2noc(-c3cccnc3)n2)c1,-2%,5,11%,1%,-10%,6%,-6%,2.9
CCSc1nnc(N2C(=O)C(O)=C(C(=O)c3ccco3)C2c2cccc(OC)c2)s1 (stereo not drawn),?,?,?,-16%,-11%,-30%[inhibitor],-15%,2.8
Cc1cc(=O)[nH]c(SCC(=O)NCC2CCCCC2)c1C#N,-5%,2,5%,-1%,4%,6%,-9%,2.0
Cc1cc(C)n(C(N)=NC(=O)c2ccccc2)n1,-7%,5,-14%,-18%,-8%,-4%,-9%,4.5
O=C(c1ccccc1O)N1N=C(c2ccccc2)CC1(O)C(F)(F)F (stereo not drawn),-1%,-6,6%,-4%,-2%,1%,-13%,0.3
O=C(c1cc2ncc(Br)cn2n1)N1CCCCC1,0%,0,13%,0%,-11%,-6%,28%,1.3
CCN(CCNC(=O)C1CCCN(S(=O)(=O)CC)C1)c1ccccc1 (stereo not drawn),4%,-4,-9%,27%,1%,0%,13%,0.3
Cc1ccc(NC(=O)C2CCN(S(=O)(=O)c3c(C)nn(C)c3C)CC2)c(Cl)c1,-2%,2,6%,-3%,4%,-1%,-17%,-2.2
CCc1nc2ccc(C(=O)NCCCN(C)C)cn2c1N(CC)CCOC,0%,-3,-17%,8%,0%,6%,12%,1.1

# Single records, from the list above. Screens in order: PLK1 PBD inh	PI5P4K alpha inh	FUS suppressor	Abeta yeast res	WRN helicase inh	EPAC1 ag	EPAC1 antag	IL2 activator
# Listed for `COc1cccc(-c2noc(-c3cccnc3)n2)c1` = -2%	5	11%	1%	-10%	6%	-6%	2.9
# Listed for `O=C(c1ccccc1O)N1N=C(c2ccccc2)CC1(O)C(F)(F)F` (stereo not drawn) = -1%	-6	6%	-4%	-2%	1%	-13%	0.3
# Listed for `CCN(CCNC(=O)C1CCCN(S(=O)(=O)CC)C1)c1ccccc1` (stereo not drawn) = 4%	-4	-9%	27%	1%	0%	13%	0.3
